Dynein transport: dynein cargo transport inhibition | 3617.4 mouse cells, GR-EGFP nuclear translocation imaging; test concentration mostly 20 µM; stimulated with dexamethasone, 1 µM; hits give low values | z-score, hits read low | 220,000 compounds, 0.47% hits | AID 1381;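 active = plate z-score of nuclear minus cytoplasmic receptor signal below a set negative limit, without overly bright fluorescence or cell loss, cut at about -3.5 in these data, passing the limit was not always enough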;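 note: z-score of nuclear minus cytoplasmic ring GR-EGFP intensity difference per well; some compounds called inactive have numbers as strong as hits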
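Medium: Induction medium lacking tetracycline, stripped serum | Probe or stimulus: 1.0 µM final dexamethasone stimulus | Schedule: 48 h induction, then 1 h compound, then 30 min agonist, 37 °C | Signal: Automated 10x imaging of fixed Hoechst-stained cells | Evaluation: Per-cell GR-EGFP intensity, nucleus versus surrounding cytoplasmic ring, well-averaged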
Hep lipid drop: modulators of hepatic lipid droplet formation; AML12 mouse hepatocytes, oleate lipid droplets, BODIPY imaging; inhibition, % at 6.5 µM; 240,000 compounds, 0.4% hits; AID 1656;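 active = lipid droplet intensity inhibited by at least 50%, with more than 500 cells counted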
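Test system: AML12 mouse liver cells; schedule: overnight exposure; technique: high-content imaging of BODIPY-stained droplets and DAPI nuclei; read-out: % inhibition of corrected integrated BODIPY droplet signal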
Insulin prom up: MIN6 insulin promoter up-regulation; MIN6 insulin promoter-GFP reporter, high-content imaging; hits give high values; z-score at 5 µM; 190,000 compounds, 0.3% hits; AID 1625;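 active = z-score above 3 at 5 µM with at least 500 cells counted in the well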
PhoP inhibition: PhoP-dependent GFP reporter repression – Salmonella Typhimurium, primary screen (AID 1863). S. Typhimurium PhoP-regulated promoter GFP reporter, 4 h; higher % means a stronger effect. inhibition, % at 50 µM, or IC50 in µM where a hit was titrated. 300,000 compounds, 0.16% hits;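 active = inhibition over 29.93%, a cutoff 3 SD above the screen mean, later confirmed by dose response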;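 note: 0% = low Mg2+ inducing control and 100% = high Mg2+ repressing control; strong numbers were not always called active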
ER stress rescue: protection against thapsigargin-triggered cell killing – 384-well, CSM14.1, ATP luminescence, primary screen (AID 1222) | CSM14.1 thapsigargin-induced death rescue, ATP luminescence; higher % means a stronger effect | 190,000 tested, under 10 active | cellular ATP content (survival), % at 20 µM; hits with a dose series show EC50 in µM;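 active = EC50 below 50 µM in the dose-response confirmation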;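 note: death triggered by thapsigargin at about 15 µM added after 2 h compound pretreatment; cell ATP read after overnight thapsigargin exposure of roughly 18 to 22 hours; normalized against plate controls of thapsigargin alone and 5% DMSO vehicle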
Autophagy mod: alters autophagy in cells | MEF GFP-LC3 puncta imaging; test concentration mostly 10 µM | calls only at 10 µM (by protocol) | 190,000 compounds, 0.98% hits;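 active = percentage of spot-positive cells more than 3 SD above its plate mean, without a fluorescence outlier flag or 80% toxicity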;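 note: spot-positive cell cutoff set from DMSO-treated cells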
T cell HTS: T cell immune modulation candidate; 2C CD8+ T cell-vesicle binding, flow cytometry; hits give low values; AID 2052; calls only at 7 µM; 330,000 compounds, 0.068% hits;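 active = response, share of CD8 T cells binding vesicles, and their 90th percentile fluorescence all below set limits, cut at about 80% in these data, passing the limit was not always enough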
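Read-out – percent CD8+ FL2 mean versus row control · System – murine 2C transgenic CD8+ T lymphocytes · Times – 1.5 h cell–vesicle binding at 37 °C, then 20 min icy labelling · Control set – naked vesicles low, QL9 vesicles with vehicle high · Detection – cytometric PE anti-B7-1 and Alexa647 anti-CD8 signals after 1% paraformaldehyde fixation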
MT stabilize HCS: stabilizes microtubules in HeLa cells; HeLa tubulin immunostaining HCS, 24 h; share of cells brighter than vehicle mean+2SD; % tubulin-high responders, % at 10 µM; 200,000 compounds, 0.83% hits; AID 2205;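 active = plate Z-score above 3 for both tubulin-high and condensed-nucleus cell shares, with cell loss under 80%, at 10 µM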;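 note: anti alpha tubulin signal scored within the nucleus-defined area of each cell; some results filed as inactive read as strong as hits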
b-catenin transl: modulators of beta-catenin nuclear translocation; nuclear translocation activity, % at 5 µM; HeLa beta-catenin nuclear translocation, immunofluorescence imaging; 190,000 compounds, 0.3% hits; AID 1665;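 active = nuclear translocation activity above 50% at 5 µM, with a well cell count of 50 or more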;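 note: per-cell ratio of nuclear to cytoplasmic median beta-catenin stain intensity; plate controls were DMSO negative control for no effect and GSK-3 inhibitor IX positive control for full effect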
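Read-out: Nuclear/cytoplasmic beta-catenin signal ratio, % activation | Assay system: Human HeLa cell line | Times: 24 h compound exposure at 37°C, 5% CO2 | Signal: Fluorescence imaging of beta-catenin antibody stain plus DAPI | Dosing: 5 µM primary, 0.02–20 µM confirmation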
Dynein transport cytoplasmic EGFP: second read-out of Dynein transport, no call of its own (marks repeat the call); z-score; measured here: cytoplasmic GR-EGFP intensity; hits give high values
Dynein transport nuclear GR-EGFP: second read-out of Dynein transport, no call of its own (marks repeat the call); z-score; measured here: nuclear GR-EGFP intensity;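 lower value marks the stronger effect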
Dynein transport cell count: second read-out of Dynein transport, no call of its own (marks repeat the call); z-score; measured here: cell count per field
Insulin prom up cell count: recorded beside Insulin prom up, whose call it bears; cell count; measured here: cytotoxicity, nuclei count;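 total cells summed across four imaged fields per well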
Hep lipid drop cells 6.5 µM: also measured in Hep lipid drop; calls as there; cell count; measured here: cell count, cytotoxicity flag;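 cells counted across two imaged fields per well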
b-catenin transl cell count 5 µM: recorded beside b-catenin transl, whose call it bears; cell count; measured here: cell count, cytotoxicity flag
T cell HTS vesicle-bound %: recorded beside T cell HTS, whose call it bears; double positive events, %; measured here: CD8+ vesicle-bound cell fraction;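 binding gate set so that unloaded-vesicle control wells show 10% double positive cells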
MT stabilize HCS Hoechst-high %: also measured in MT stabilize HCS; calls as there; % Hoechst-high responders; measured here: nuclear condensation Hoechst responders;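 share of cells brighter than vehicle mean plus two SD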
MT stabilize HCS cytotoxicity %: further read-out of MT stabilize HCS, marked with its call; toxicity, %; measured here: cytotoxicity by cell density;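 0% = mean cell density of plate MIN control wells and 100% = no cells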
Autophagy mod cell loss 18 h: second read-out of Autophagy mod, no call of its own (marks repeat the call); toxicity, %; measured here: cell loss, nuclei count;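 cell loss after 18 h compound exposure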
* marks the source's active call; other numbers are inactive results; i = inactive; . = not tested or not shown. The order is random. About 3% of those tested had a hit in this group.

SMILES	Dynein transport	Dynein transport cytoplasmic EGFP	Dynein transport nuclear GR-EGFP	Dynein transport cell count	Hep lipid drop	Hep lipid drop cells 6.5 µM	Insulin prom up	Insulin prom up cell count	PhoP inhibition	ER stress rescue	Autophagy mod	Autophagy mod cell loss 18 h	T cell HTS	T cell HTS vesicle-bound %	MT stabilize HCS	MT stabilize HCS Hoechst-high %	MT stabilize HCS cytotoxicity %	b-catenin transl	b-catenin transl cell count 5 µM
O=C(COC(=O)CCCN1C(=O)c2cccc3cccc(c23)C1=O)Nc1cccc(Br)c1	0.593	-0.24	0.288	-0.83	16.7	614	0.53	1493	5.3%	-0.4%	i	12.6	i	46.2	13.1*	19.0*	49.2*	.	.
CC(=O)NS(=O)(=O)c1ccc(NC(=O)CSc2ccc(Cl)cc2)cc1	1.15	-0.34	0.665	-0.217	-6.1	691	0.69	1549	-1.4%	-1.2%	i	-2.2	i	52.7	3.7	1.1	8.1	-1.6	1063
COC(=O)c1cc(-c2ccccc2)sc1NC(=O)c1cc(C)on1	-0.0474	-0.273	-0.192	0.494	9.0	711	-0.41	1417	-16.7%	1.0%	i	-15.5	.	.	2.6	3.7	8.8	-0.3	1090
Cc1ccc(Nc2cc(=O)oc3ccccc23)c(C)c1	-0.364	-0.169	-0.273	0.0177	.	.	0.17	1482	14.6%	-2.3%	i	4.8	i	45.9	26.8*	17.4*	29.1*	0.9	1379
COCc1nnc(NS(=O)(=O)c2ccc(C)cc2)s1	0.224	-0.156	0.109	-0.568	-2.3	744	-0.74	1326	-1.2%	-3.2%	i	-9.6	i	35.4	3.1	1.8	4.5	0.4	1185
COc1ccc(NC(=O)CC2SC(=NCc3ccccc3OC)NC2=O)cc1 (stereo unspecified)	-0.465	-0.22	-0.218	0.685	.	.	0.1	1280	-0.2%	2.1%	i	14.7	i	17.6	1.8	2.0	2.6	1.1	1151
CCN(CCNS(=O)(=O)c1ccc2c(c1)oc(=O)n2C)c1ccccc1	-0.243	0.0368	0.117	-0.702	.	.	-0.27	1078	0.7%	-1.4%	i	-0.2	i	25.5	6.0	2.5	5.6	-6.5	1141
CC1CCN(c2nc(CN3CCCCC3)nc3scc(-c4ccccc4)c23)CC1	-0.258	-0.203	-0.114	0.0529	4.2	686	-0.81	862	-3.6%	-3.3%	i	29.2	i	37.1	2.7	2.5	11.1	-3.0	509
CCOC(=O)c1cc2c(ccn2C)n1Cc1ccccc1C	-0.774	-0.191	-0.155	0.451	-22.0	639	-0.16	1825	-7.5%	-1.0%	i	-8.1	i	37.6	4.3	1.2	3.2	0.4	1078
Cn1c(SCC(=O)Nc2cccc(C(=O)O)c2)nnc1-c1cc2cc(Br)ccc2o1	-0.455	-0.356	-0.00258	0.639	-5.3	707	-0.16	1414	-9.3%	-0.7%	i	-10.1	i	57.8	3.1	1.4	4.2	-0.6	1019
COc1ccc(N2CCN(Cc3nc4sc(C)c(C)c4c(=O)[nH]3)CC2)cc1	-0.611	-0.321	0.249	0.406	1.7	669	-1.03	1559	-6.1%	-1.8%	i	1.6	i	64.5	5.4	2.5	5.0	-1.6	1060
Cc1ccc(-n2ncc3c(NCc4ccccc4)ncnc32)cc1	-1.19	-0.16	-0.417	0.568	.	.	-0.85	1036	-3.5%	-1.7%	i	-1.0	i	22.8	1.6	1.1	2.2	-0.3	1146
CCCOc1ccc(S(=O)(=O)N2CCOCC2)cc1[N+](=O)[O-]	1.43	0.111	0.801	-1.29	3.8	718	.	.	6.6%	0.1%	i	39.6	i	14.1	2.4	1.4	2.6	-1.9	546
Cc1ccc2[nH]c(O)c(N=NC(N)=S)c2c1	0.752	-0.283	0.0614	0.299	.	.	0.35	1443	1.4%	.	.	.	i	20.7	.	.	.	0.3	1304
CC(C)OC(=O)/C(C#N)=C/c1cn(Cc2ccccc2)c2ccccc12	-0.435	0.0914	-0.443	0.523	-13.8	491	0.03	1487	-5.6%	-0.7%	i	11.2	i	43.7	1.7	3.1	6.4	-2.4	1112
CCCCNC(=O)CCSc1nc2nc(C)cc(C)n2n1	-0.348	-0.212	-0.0605	0.258	.	.	-0.47	1501	-8.3%	0.5%	i	5.2	i	8.8	1.3	1.7	3.0	-2.8	1052
O=C1c2ccccc2C(=O)N1CCSc1nncs1	-1.03	-0.054	-0.074	0.844	.	.	-0.41	1562	7.7%	-1.5%	i	5.7	i	14.0	5.1	3.2	6.2	2.4	1373
Cc1ccccc1NC(=O)NCCCN1CCN(C2CCCCC2)CC1	2.83	0.0692	2.17	-1.86	15.1	779	0.73	1249	4.7%	-0.5%	i	-5.1	i	60.6	2.5	1.2	0.6	1.3	791
COC(=O)COc1cccc2c(=O)n(CC(=O)N3CCC(C)CC3)ccc12	0.27	-0.263	0.725	-0.733	-0.6	724	-0.12	992	0.3%	.	.	.	i	57.6	.	.	.	-1.2	1263
CCN=c1sc(C(=O)OC)cc(=O)n1CC	-1.74	0.0202	-0.733	0.149	9.8	795	-0.05	947	-7.8%	-2.2%	i	4.2	i	36.4	2.7	1.4	3.5	-3.5	1168
CCOC(=O)C1CCN(c2c(NCCCN(CC)Cc3ccccc3)c(=O)c2=O)CC1	-0.987	-0.206	-0.203	1.06	.	.	-1.05	1286	-15.5%	-0.3%	i	-1.6	i	44.9	2.7	2.3	10.2	-1.0	956
CC(=O)c1sc(N/N=C\c2ccc(C)cc2)nc1C	-0.345	-0.238	-0.279	0.403	22.3	702	-0.44	1124	-4.8%	-1.9%	i	-0.4	i	41.5	7.6	2.3	2.6	0.2	506
O=C(N/N=C\C=C\c1ccc2c(c1)OCO2)c1cccnc1	0.0135	-0.225	0.0385	0.557	-15.7	524	-0.31	1300	-4.1%	-1.5%	i	-4.4	i	50.6	3.7	2.7	3.0	-2.7	578
COc1ccc(CC(=O)OCC(=O)NCc2ccccc2Cl)cc1	0.334	-0.395	-0.217	0.436	-1.6	689	0.74	1289	8.0%	-1.4%	i	4.9	i	54.3	7.1	1.5	4.4	-0.3	1094
COCCn1c(=O)[nH]c(=O)c2c1nc(-c1ccc(-c3ccc(Cl)cc3[N+](=O)[O-])o1)n2Cc1ccccc1	-1.04	0.00438	-0.754	0.326	26.2	620	-0.92	1162	-2.2%	-4.0%	i	3.9	i	42.2	3.7	6.6	13.6	0.8	583
Other results follow.
SMILES	Dynein transport	Dynein transport cytoplasmic EGFP	Dynein transport nuclear GR-EGFP	Dynein transport cell count	Hep lipid drop	Hep lipid drop cells 6.5 µM	Insulin prom up	Insulin prom up cell count	PhoP inhibition	ER stress rescue	Autophagy mod	Autophagy mod cell loss 18 h	T cell HTS	T cell HTS vesicle-bound %	MT stabilize HCS	MT stabilize HCS Hoechst-high %	MT stabilize HCS cytotoxicity %	b-catenin transl	b-catenin transl cell count 5 µM
Cc1cc(C)n(C(=O)/C(C#N)=N/Nc2cc(Cl)cc(Cl)c2)n1	0.802	-0.21	0.331	0.779	-4.1	698	-0.8	1066	4.8%	.	i	9.5	i	24.6	2.3	0.9	18.4	4.0	918
Clc1ccc(CNC23CN4CN(CN(C4)C2)C3)c(Cl)c1	-0.653	-0.325	-0.686	0.862	14.1	696	0.39	1285	-1.8%	1.1%	i	-4.2	i	40.9	2.0	2.6	4.3	-2.1	585
CCOC(=O)c1cnc2c(C)c(Cl)ccc2c1N1CCOCC1	-0.0872	-0.178	0.0929	0.348	.	.	-1.54	1138	-1.4%	-1.0%	i	21.5	i	26.1	2.5	3.1	4.1	0.4	1152
O=[N+]([O-])c1ccc(/C=[N+](\[O-])CCO)o1	0.943	-0.264	0.22	-0.0236	1.2	723	0.31	1292	7.9%	.	.	.	i	11.5	.	.	.	-0.3	1129
CCOC(=O)N1CCC(NC(=O)CN2C(=O)CSc3ncccc32)CC1	-0.00223	-0.19	0.109	0.139	19.9	679	-0.31	1367	-10.9%	1.2%	i	14.2	i	31.5	2.6	2.1	0.4	-2.6	1061
O=C(NCc1ccco1)C1CCCN(S(=O)(=O)c2cccc3cccnc23)C1 (stereo unspecified)	-0.978	-0.253	-0.388	0.824	.	.	1.33	941	8.1%	-1.1%	i	-7.9	i	33.9	4.2	4.1	5.0	.	.
Cc1ccc(/C=N/NC(=O)Cc2cccs2)o1	-0.399	-0.233	-0.465	0.876	-1.9	573	0.19	1363	-19.8%	-0.4%	i	-12.3	i	58.1	2.8	3.0	1.4	0.1	878
CCOC(=O)c1c(C(C)(C)C)oc2ccc(O)cc12	0.124	1.73	-0.171	-6.09	.	.	-0.65	1564	1.8%	-0.8%	i	-0.3	i	56.6	2.5	1.4	1.5	-1.4	1344
COc1cccc2sc(N(CCCN(C)C)C(=O)COc3ccc(Cl)cc3)nc12	0.285	-0.206	-0.178	-0.187	15.9	693	-0.93	1276	-7.5%	-1.4%	i	4.9	i	39.7	3.1	3.2	9.3	0.6	1106
